KCNH2 WT inh: blocks the wildtype human KCNH2 potassium channel; activity change, % at 1.84 µM; Q12809; AID 720551; U2OS, BacMam KCNH2, thallium flux FluxOr; active compounds read low; actives 0.37% (n = 340,000);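 active means maximum activity change below -70%; inconclusive means maximum activity change between -70% and -50%; inactive means maximum activity change above -50%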; further: on the % scale 0 is the no-effect control and ±100 the full control effect
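U2OS cells were transduced with wild-type KCNH2 virus (2.03 x 10^8 / mL) for 4 h at room temperature, then cultured overnight at 37 C. Thallium flux was read with FluxOr dye. Rate constants were normalized to DMSO controls.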
Eya2 inh: inhibitors of human Eya2 phosphatase activity | O00167 | AID 488837 | actives 0.006% (n = 330,000) | recombinant Eya2, OMFP fluorescence dephosphorylation (OMFP is methylfluorescein phosphate) | Potency, µM (doses to about 76.9 µM), without a hit: at the highest dose activity, negative = inhibition, actives largely listed as inhibitors; further: potency means the concentration at half of the fitted maximal effect; on the % scale 0 is the no-effect control and ±100 the full control effect
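Eya2 (0.2 uM) preincubated 10 min at ambient with compound, then OMFP substrate added at 50 uM; 10 min reaction in 50 mM HEPES pH 7.5, 50 mM NaCl, 5 uM MgCl2, 0.05% BSA, 1 mM DTT. Fluorescence read at Ex 485/Em 525 nm.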
Mito fusion yeast: inhibitors of mitochondrial division or activators of mitochondrial fusion | S. cerevisiae fusion-defective mutant growth rescue, CellTiterGlo 48 h | Potency, µM (highest dose often 46.1 µM), for the others: top-dose growth rescue (activation), usual class: activators | actives 0.23% (n = 320,000) | AID 485298;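 further: potency means the concentration at half of the fitted maximal effect; % of control where 0% means no effect; nearly all actives have a fitted effect of over 45% in size; temperature-sensitive fusion mutants such as fzo1-1 at 37 °C on non-fermentable ethanol glycerol medium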
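S. cerevisiae fusion-defective temperature-sensitive mutants (e.g. fzo1-1, mgm1-5) grown 48 h at 37C in YPEG (ethanol/glycerol non-fermentable) medium with 23 nl compound per well; growth rescue read as CellTiterGlo luminescence.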
Menin-MLL TR inh: displaces Texas Red mutant MLL peptide from human menin; actives 0.23% (n = 270,000); Potency, µM (series often up to 61.6 µM), inactives show at the highest dose FP activity change, negative = inhibition, usual class: inhibitors; AID 1768; O00255; Menin + Texas Red MLL mutant peptide, fluorescence polarization; active means well fitted inhibition curve with a large enough effect in the polarisation, with a control signal flat, not every such curve was filed as active; inconclusive means small, poorly fitted or top-dose-only effect, or effect the other way, or a change in a side signal; inactive means no such curve, though single readings can be large or run the other way; the % refers to the polarisation; further: potency means the concentration at half of the fitted maximal effect; % of control where 0% means no effect; many of its hits are not listed in these tables
ASM inhibitor: human S-ASM enzyme inhibition; P17405; Potency, µM (highest dose often 57.5 µM), without a hit: at the highest dose activity change, negative = inhibition, hits mostly inhibitors; actives 0.006% (n = 340,000); placental ASM, HMU-PC fluorogenic substrate, 60 min; further: potency means the concentration at half of the fitted maximal effect
Target sequence (P17405 47-631 limits assumed): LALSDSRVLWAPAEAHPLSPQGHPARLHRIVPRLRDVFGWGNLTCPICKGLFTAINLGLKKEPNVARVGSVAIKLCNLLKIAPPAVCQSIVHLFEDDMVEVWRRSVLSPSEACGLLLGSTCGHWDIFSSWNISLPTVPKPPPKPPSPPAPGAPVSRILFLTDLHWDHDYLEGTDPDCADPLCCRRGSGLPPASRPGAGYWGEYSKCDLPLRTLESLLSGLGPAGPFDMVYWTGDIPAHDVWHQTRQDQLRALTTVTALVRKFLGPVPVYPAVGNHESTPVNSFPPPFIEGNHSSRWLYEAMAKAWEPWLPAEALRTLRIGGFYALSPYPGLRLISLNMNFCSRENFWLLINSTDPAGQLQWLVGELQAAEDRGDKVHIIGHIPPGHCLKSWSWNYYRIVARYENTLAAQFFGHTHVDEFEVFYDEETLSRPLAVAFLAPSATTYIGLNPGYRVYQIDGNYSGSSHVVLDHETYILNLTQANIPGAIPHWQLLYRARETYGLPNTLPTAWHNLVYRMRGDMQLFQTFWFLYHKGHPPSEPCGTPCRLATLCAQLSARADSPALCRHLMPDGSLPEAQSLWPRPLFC
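HMU-PC0 cleavage (9 uM final) by human placental ASM, 60 min at 37 °C following 10 min compound exposure at RT; stopped at pH 10, fluorescence Ex 386/Em 447 nm.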
Chronic BCR inh: blocks chronic active B-cell receptor signaling. Potency, µM (doses to about 46.1 µM), for inactives: at the highest dose ratio change, negative = lower green/red ratio, hits mostly inhibitors. actives 0.05% (n = 340,000). ABC-DLBCL IkBa-CBG/CBR reporter, luminescence ratio, 4 h; active means well fitted inhibition curve with a large enough effect in the signal ratio, with a control signal flat, not every such curve was filed as active; inconclusive means small, poorly fitted or top-dose-only effect, or effect the other way, or a change in a side signal; the % refers to the signal ratio;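 further: potency means the concentration at half of the fitted maximal effect; plate controls were basal doxycycline-induced cells for no effect and cells given 10 µM MG132 for full effect; MG132 reads +100%, hits lower the ratio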
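Concentration-response series (up to 46 uM) were applied to TMD8 dual-reporter cells for 4 h at 37C with doxycycline. Green/red ratio, after filter-overlap correction, defined %Activity; red signal alone was normalised to basal cells and zero luminescence.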
TSHR antagonist: blocks TSH signaling through the human TSH receptor | actives 0.2% (n = 330,000) | P16473 | activity change, negative = inhibition, % at 11.5 µM | TSHR-expressing cells, TSH-stimulated cAMP HTRF, 2 h; active compounds read low;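 active means activity change below a set negative limit, meaning inhibition stronger than a set level, cut at about -70% in these data; inconclusive means activity change between two set negative limits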; further: on the % scale 0 is the no-effect control and ±100 the full control effect
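Read-out is FRET at 665 nm (cryptate excitation 337 nm) from a cryptate-tagged anti-cAMP antibody, competed by cell cAMP against cAMP-d2. Compounds are tested on freshly harvested TSHR cells challenged with 4nM TSH (EC80) for 2 hours at 37 deg C.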
PKM2 act: PKM2 (human) enzyme activation. AID 1631. actives 0.34% (n = 260,000). purified PKM2, Kinase-Glo ATP luminescence, activation; response scale: 0% is enzyme alone, no compound. Potency, µM (series often up to 57.5 µM), for the others: at the highest dose activation, actives largely listed as activators. P14618; further: potency means the concentration at half of the fitted maximal effect; on the % scale 0 is the no-effect control and ±100 the full control effect; nearly all actives have a fitted effect of over 55% in size
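Purified hPK-M2 (>95% pure) converted ADP (0.1 mM final) to ATP with 0.5 mM PEP in 50 mM imidazole pH7.2, KCl, MgCl2, Tween 20, BSA; 1 h at room temperature. ATP detected by Kinase-Glo luminescence.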
GALK inhibitor: blocks human galactokinase activity; actives 0.007% (n = 270,000); Purified GALK, Kinase-Glo residual ATP luminescence; Potency, µM (doses to about 57.5 µM), for inactives: top-dose activity change, negative = inhibition, usual class: inhibitors; P51570; further: potency means the concentration at half of the fitted maximal effect; on the % scale 0 is the no-effect control and ±100 the full control effect
Target sequence (P51570 whole entry, looked up): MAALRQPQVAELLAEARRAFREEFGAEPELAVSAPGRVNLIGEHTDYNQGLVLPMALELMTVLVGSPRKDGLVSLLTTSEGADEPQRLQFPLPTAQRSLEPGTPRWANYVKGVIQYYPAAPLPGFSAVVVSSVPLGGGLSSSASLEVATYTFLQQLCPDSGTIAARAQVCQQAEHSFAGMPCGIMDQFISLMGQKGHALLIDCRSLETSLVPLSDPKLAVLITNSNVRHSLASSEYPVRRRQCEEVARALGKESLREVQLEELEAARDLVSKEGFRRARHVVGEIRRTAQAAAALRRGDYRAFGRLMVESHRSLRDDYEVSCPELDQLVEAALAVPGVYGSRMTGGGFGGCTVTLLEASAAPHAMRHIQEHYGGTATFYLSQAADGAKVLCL
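5 nM enzyme, 35 uM ATP, 100 uM galactose, 20 mM HEPES pH8.0, 5 mM MgCl2; 1 h RT; residual ATP by Kinase-Glo Plus luminescence, qHTS format.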
USP2a block: inhibitors of human ubiquitin-specific protease USP2a. O75604. actives 0.01% (n = 330,000). Potency, µM (highest dose often 38.3 µM), for inactives: top-dose activity change, negative = inhibition, actives largely listed as inhibitors. USP2 core, Ub-CHOP2 coupled fluorogenic reporter, 485/531;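 further: potency means the concentration at half of the fitted maximal effect; plate controls were DMSO wells for no effect and full inhibition by NEM control for full effect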
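Cell-free coupled assay: 10nM USP2 core preincubated 30min RT with compound in Tris-HCl pH 8.0/CaCl2/CHAPS buffer, then 25nM Ub-CHOP2 and 25nM reporter substrate; fluorescence (Ex 485/Em 531) read after 60min RT, normalized to NEM inhibition, concentration-response curves fitted.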
MBNL1-CUG inh: MBNL1-poly(CUG) RNA binding inhibition | Q9NR56 | TR-FRET MBNL1-His/biotin-(CUG)12 binding, 665/545 ratio | Potency, µM (titrated, usually from 57.5 µM), for inactives: at the highest dose activity change, negative = inhibition, usual class: inhibitors | actives 0.036% (n = 280,000); active means well fitted inhibition curve with a large enough effect in the signal ratio, with a control signal flat, not every such curve was filed as active; inconclusive means small, poorly fitted or top-dose-only effect, or effect the other way, or a change in a side signal; inactive means no such curve, though single readings can be large or run the other way; the % refers to the signal ratio; further: potency means the concentration at half of the fitted maximal effect; on the % scale 0 is the no-effect control and ±100 the full control effect
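Inhibition of protein-RNA binding appears as loss of TR-FRET between terbium anti-His antibody on MBNL1-His and streptavidin-XL665 on biotin-(CUG)12. Activity is normalized to buffer-only and uninhibited-complex controls.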
Starred values were filed as active, the others as inactive; ? = inconclusive; nt = no result given; & = joins results of further samples; [ ] = dose if it differs, or a comment. Unless noted, the call rests on the fitted dose curve; in most records, active means well fitted curve in the direction sought with a large enough effect; inconclusive means small, poorly fitted or top-dose-only effect, or another doubt; inactive means no such curve, though single readings can be large; an effect the other way counts as inactive or inconclusive.

SMILES	KCNH2 WT inh	Eya2 inh	Mito fusion yeast	Menin-MLL TR inh	ASM inhibitor	Chronic BCR inh	TSHR antagonist	PKM2 act	GALK inhibitor	USP2a block	MBNL1-CUG inh
O=C(NCC(=O)N(Cc1ccco1)C(C(=O)NC1CCCCC1)c1cccnc1)c1ccco1 (stereo not drawn)	12.3	2.2%	-2.7%	-14.0%	-0.2%	0.3%	0.2	2.9%	-0.3%	-0.8%	-1.1%
COc1ccc(OCC(O)CN2CCCCC2)cc1 (stereo not drawn)	2.5	-4.0%	0.6%	-1.1%[11.7 µM]	10.3%	1.4%	2.3	-4.1%	1.2%	3.0%	-3.5%
CCOCCOC(=O)c1[nH]c2c(c1C)C(=O)CC(c1ccc(N(C)C)cc1)C2 (stereo not drawn)	-4.0	-14.4%	4.2%	-0.9%	-10.0%	?	-8.7	-5.9%	-5.5%	0.3%	5.5%
COc1cccc(-c2sc3ccccc3c2-c2ccc(OCCN3CCCCC3)cc2)c1	5.7	1.0%	nt	nt	?	-6.5%	8.7	nt	nt	3.5%	nt
Clc1cccc(-c2cc3nc4c(c(N5CCNCC5)n3n2)CCCC4)c1	nt	0.1%	1.7%	-8.9%	nt	?	-18.6	-3.5%	-2.7%	3.2%	-19.4%
COc1cc(C2c3sc(=O)[nH]c3SC3C4CCC(C4)C23)ccc1O (stereo not drawn)	-9.2	-2.8%	-3.5%	-21.3%	-13.0%	1.5%	-14.3	3.2%	-6.0%	2.1%	-7.4%
Cc1ccc(S(=O)(=O)N2CCN(C(=O)CCC(=O)OCC(=O)Nc3cccc(C#N)c3)CC2)cc1	-11.0	4.1%[15.4 µM]	0.7%	0.2%	-2.0%	-7.1%	-13.2	14.2%	0.6%	3.4%	-0.7%
CC1(c2ccccc2)CC(C)(C)N2C(=O)/C(=C3\SC(=S)NC3=O)c3cccc1c32 (stereo not drawn)	1.1	-1.6%	14.4%	?	-8.9%	-8.7%	-10.7	4.4%	-11.9%	-5.6%	?
COc1ccccc1-n1c(-c2ccccc2)c[n+]2c1CCc1ccccc1-2	-0.1&1.2	-6.4%&11.6%	1.1%&10.3%	-28.5%&-20.5%	1.6%&1.5%	?	-16.8&-16.1	-1.0%&-3.7%	3.6%&-0.7%	0.7%&-0.7%	-3.4%&-5.7%
CC1Cc2ccccc2N1C(=O)CN1CCc2ccccc2C1 (stereo not drawn)	4.6	-6.3%	-3.2%	-14.5%	-3.1%	0.1%	-4.1	-0.5%	-0.9%	1.5%	1.8%
CCc1ccc(NC(=O)Cn2c(=O)n(CCC(=O)NC3CCN(Cc4ccccc4)CC3)c(=O)c3ccccc32)cc1	14.2	1.3%	10.9%	nt	1.5%	3.2%	6.3	-2.3%	-2.0%	6.0%	-6.1%
CCCCN(CC)CCCNC(=O)c1cc2c(=O)n(C)c3ccccc3c2n1C	-3.3	-9.9%	0.1%	3.3%	-3.5%	?	-0.8	-7.9%	-1.2%	2.1%	-13.8%
CN1CCN(S(=O)(=O)c2ccc(NC(=O)Cc3ccc([N+](=O)[O-])cc3)cc2)CC1	14.2	1.8%	3.2%	nt	-0.2%	5.8%	14.3	-2.0%	-5.9%	1.0%	?
C/C(=N/NC(=O)Cc1cccn1C)c1ccccc1	-27.4	2.2%	3.5%	-1.4%	-1.7%	-1.7%	40.2	0.4%	-3.8%	-1.3%	2.3%
O=C(NCCS(=O)(=O)NCc1ccccc1)c1ccc2c(c1)OCO2	-1.5	6.3%	-7.9%	nt	2.6%	-3.6%	2.7	nt	nt	-1.0%	nt
CCN(c1ccccc1)S(=O)(=O)c1nnc(NC(=O)c2ccco2)s1	0.3	2.0%	4.0%	13.4%	-0.6%	?	5.6	-2.8%	nt	-0.1%	0.9%
COc1ccc(NS(=O)(=O)c2ccc(O)c(C(=O)OCC(=O)NC3CCCCC3)c2)cc1	1.2	-4.0%	-20.6%	2.0%	-1.5%	-7.3%	-8.5	-2.9%	-3.7%	1.3%	-0.7%
CSc1nnc(-c2sc3cc(C(F)(F)F)cnc3c2-c2ccccc2)n1C	-0.7	-1.4%	1.3%	?	-5.9%	?	4.6	2.5%	0.3%	-0.7%	37.6%[activator]
O=C1CCCC2=C1C1(CCCCC1)N=C(Nc1nc3ccccc3s1)N2	-13.7	nt	10.1%	3.6%	326.9%[activator]	nt	nt	1.3%	1.1%	nt	5.6%
O=C(Nc1ccc(S(=O)(=O)Nc2ncccn2)cc1)C1COc2ccccc2O1 (stereo not drawn)	-0.6	-2.6%	?	4.3%	0.6%	-2.6%	-9.4	-15.7%	-0.6%	1.8%	-11.1%
O=C(CCn1cnnn1)N1CCCC(Nc2ccc(F)cc2)C1 (stereo not drawn)	-7.0	-10.2%	-1.1%	1.3%	0.2%	1.9%	22.9	-0.3%	-7.4%	1.3%	-9.1%
COC(=O)COC(=O)c1ccccc1NC(=O)c1ccccc1	20.4	3.6%	-1.9%	-6.3%	2.6%	?	-8.2	-2.8%	3.7%	-16.6%	-7.0%
COC(=O)CNC(=O)CSc1nc2c(sc(=S)n2-c2ccccc2)c(=O)[nH]1	-6.3	14.3%	2.9%	29.4%	8.0%	-2.4%	-4.2	nt	-2.5%	0.8%	1.2%
Cc1ccccc1-n1nc(C)c2cc(C(=O)N3CCOCC3)sc21	-4.5	-5.9%	1.9%	-0.8%	-1.2%	0.2%	-9.2	-3.8%	-0.8%	-0.4%	-8.6%
COCC(C)(C)COS(N)(=O)=O	-17.6	6.3%	0.3%	7.6%	0.2%	-6.2%	0.5	1.0%	nt	1.2%	-1.3%
COC(=O)c1sc(S(=O)(=O)Nc2ccc(Br)cc2)c(C(=O)OC)c1C	-3.0	3.1%	?	21.5%	-16.6%	?	-8.6	1.8%	1.2%	-0.8%	20.8%
Cc1ccc(NC(=S)N(Cc2ccc(Br)cc2)Cc2ccc(C(=O)O)cc2)cc1C	-4.2	-23.2%	-2.1%	?	0.1%	3.1%	17.0	0.2%	-1.8%	0.7%	-10.5%
CCCc1cc(=O)[nH]c2nnc(SCC(=O)Nc3ccc(NC(C)=O)cc3)n12	-0.1	-16.8%	3.2%	nt	3.5%	-14.1%	-3.9	nt	nt	2.1%	nt
COc1cc2nc(N(C)CCCNC(=O)C3CCCO3)nc(N)c2cc1OC (stereo not drawn)	nt	-10.5%&-3.6%	0.9%&-6.5%	1.3%&2.1%	nt	-5.6%	-14.2&9.1	7.6%	-0.3%	-0.5%	-5.0%
CC(C)C[C@@H](CO)N1CCN(Cc2ccccc2)CCC1=O	-22.2	8.3%	3.1%	-6.6%	-0.1%	-5.4%	-0.4	0.1%	nt	-0.6%	0.0%
COc1ccccc1NC1=C(N2CCCCC2)C(=O)c2ccccc2C1=O	3.3	-2.3%	-10.1%	0.8%	-4.2%	?	11.7	6.6%	1.3%	1.8%	?
Cc1nc2ccc(S(=O)(=O)NCC(=O)N(C)Cc3ccccc3)cc2s1	0.6	-14.4%	-1.7%	1.1%	2.2%	-4.1%	-1.5	19.3%	1.5%	3.1%	-13.0%
CCOC(=O)c1cc(S(=O)(=O)N(C)Cc2ccccc2)cn1C	9.0	-7.5%	17.1%	nt	1.2%	0.5%	-4.8	nt	0.2%	1.3%	9.8%
Cc1nc2c3ccccc3nc(NNC(=O)CCC(=O)NC(C)C)n2n1	-7.8	-1.4%	-0.2%	-22.4%	nt	?	0.3	0.1%	1.7%	-0.4%	nt
Cc1c(NC(=O)C(C)OC(=O)COc2ccc(C#N)cc2)c(=O)n(-c2ccccc2)n1C (stereo not drawn)	3.6	3.2%	3.2%	nt	2.5%	4.3%	-7.8	nt	nt	1.2%	nt
COc1cc(C)ccc1OCc1cc(C(=O)N2CCCCCCC2)no1	1.5	7.0%	2.9%	nt	3.1%	1.1%	0.1	1.3%	4.3%	1.1%	-3.2%

A portion of the library. The share of hits here may be higher or lower than overall.
